hDAT+cocaine – modulates human dopamine transporter uptake under cocaine; Q01959; LLC-PK1 hDAT cells, [14C]-dopamine uptake with cocaine IC80; actives deviate in either direction; B-score at 10 µM; 110,000 tested, 1.3% active; AID 449768;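 active = Z score or B-score, a plate-position-corrected score, falls beyond the plate's 99.7% confidence bounds, in either direction; inactive = both scores lie inside the 99.7% bounds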;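 note: scored against the spread of the other compound wells on the same plate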
Ecoli WT expand – blocks growth of wild type E. coli BW25113; AID 710; 98,000 tested, 0.15% active; OD600 absorbance; growth inhibition, % at 100 µM;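 active = growth inhibition above about 50% at one test dose, limit read from the data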;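 note: growth measured after 20 h incubation at 37 °C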
LYP act – activators of human LYP (PTPN22) phosphatase. recombinant LYP, DiFMUP fluorescence; 0 = plate median, 100 = signal doubled. AID 697. activation, % at 2 µM. Q9Y2R2. 96,000 tested, 0.11% active;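 active = activation at 2 µM above a set limit, the mean plus 5 SD, cut at about 37% in these data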
Target sequence (Q9Y2R2 whole entry, looked up): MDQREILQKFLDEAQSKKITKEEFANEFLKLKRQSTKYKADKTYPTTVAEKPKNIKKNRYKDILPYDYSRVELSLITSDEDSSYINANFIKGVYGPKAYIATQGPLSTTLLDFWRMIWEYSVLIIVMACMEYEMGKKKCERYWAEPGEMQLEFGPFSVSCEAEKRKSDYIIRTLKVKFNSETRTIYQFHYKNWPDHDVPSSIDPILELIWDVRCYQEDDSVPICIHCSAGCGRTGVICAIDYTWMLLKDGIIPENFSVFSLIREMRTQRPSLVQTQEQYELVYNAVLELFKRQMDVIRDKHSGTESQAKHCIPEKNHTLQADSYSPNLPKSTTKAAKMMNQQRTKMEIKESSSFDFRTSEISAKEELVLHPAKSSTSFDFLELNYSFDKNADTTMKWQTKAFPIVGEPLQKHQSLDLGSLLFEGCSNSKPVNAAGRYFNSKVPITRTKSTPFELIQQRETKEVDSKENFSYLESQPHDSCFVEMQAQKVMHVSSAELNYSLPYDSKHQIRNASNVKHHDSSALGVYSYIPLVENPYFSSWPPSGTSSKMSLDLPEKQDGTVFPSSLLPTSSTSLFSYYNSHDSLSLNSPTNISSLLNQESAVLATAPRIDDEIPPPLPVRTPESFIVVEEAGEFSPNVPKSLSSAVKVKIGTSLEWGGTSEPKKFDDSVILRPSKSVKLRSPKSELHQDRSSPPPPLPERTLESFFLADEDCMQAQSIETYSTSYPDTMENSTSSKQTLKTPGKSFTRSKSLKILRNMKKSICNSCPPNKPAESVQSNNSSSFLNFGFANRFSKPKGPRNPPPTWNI
LYP inh 2 – LYP (human) phosphatase inhibition; inhibition, % at 2 µM; recombinant LYP catalytic domain, DiFMUP fluorescence; AID 640; 96,000 tested, 0.21% active;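 active = inhibition at 2 µM at or above a set limit, the screen mean plus 3 SD, cut at about 24% in these data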;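 note: 0% = DMSO with enzyme and 100% = enzyme fully blocked by orthovanadate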
PostGolgi yeast – growth inhibition of a yeast mutant, post-Golgi transport screen; post-Golgi transport phenotypic cell assay; inhibition, % at 10 µM; 98,000 tested, 0.9% active;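 note: yeast cells grown in 1536-well plates; yeast grown about 18 h at 30C before absorbance read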
PostGolgi ctrl – inhibits growth of the yeast control strain; efflux-deficient yeast background strain, growth absorbance A615, 16 h; inhibition, % at 10 µM; AID 738; 98,000 tested, 5% active
Pyk2 oligo antag – Pyk2 (human) oligomerization antagonism. Q14289. Q293 cells, Pyk2 FERM NanoBiT luminescence; stronger effect = lower value. z-score (the deposit names both 25 µM and 10 µM). 99,000 tested, 0.83% active. AID 1347419;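 active = Z-score of -3 or lower, scaled per plate to the spread of control and sample wells; inactive = z-score above -3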;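 note: negative z-score means lost luminescence so less FERM oligomerization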
CYP2C9 act – increases human cytochrome P450 2C9 activity. recombinant CYP2C9, luciferin-H conversion, luminescence; stronger effect = higher value; factor 1 = untreated enzyme, 0 = blocked. activation factor at 5 µM. P11712. 96,000 tested, 1.4% active;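 active = activation factor of 2 or more for CYP2C9 at a 5 µM dose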;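 note: 0 = sulfaphenazole-blocked wells and 1 = vehicle-only wells; values of inactives mirror those of a sister screen read the other way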
CYP2C9 inhib – inhibitors of human CYP2C9 | CYP2C9 Supersomes, luciferin-H conversion, luminescence | inhibition, % at 5 µM | 96,000 tested, 20% active | AID 777 | P11712;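 active = blocking of liver enzyme CYP2C9 beyond about 50% at 5 µM, limit read from the data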; note: values of inactives mirror those of a sister screen read the other way
* marks the source's active call; other numbers are inactive results; . = not tested or not shown. Cut-off read from the data, not from the text of the source, unless noted: active = inhibition above about 30%; inactive = the rest.

Each structure is followed by: hDAT+cocaine	Ecoli WT expand	LYP act	LYP inh 2	PostGolgi yeast	PostGolgi ctrl	Pyk2 oligo antag	CYP2C9 act	CYP2C9 inhib
O=C(NCC1CCCO1)C(c1cccnc1)N(C(=O)Cc1cccs1)c1cccnc1 (centres undefined)
  0.04	2	-2	5	9	-5	0.21	1.2	-19
COc1cc(S(=O)(=O)Nc2c(C)cc(C)cc2C)ccc1Cl
  -0.74	4	9	-7	4	5	-1.4	0.9	14
Clc1ccc(OCc2cc(-c3ccccc3)no2)c(Cl)c1
  .	-10	11	-7	-17	5	0.61	1.1	-5
O=C(NNC(=O)c1ccc(O)cc1O)c1ccc(Cl)cc1
  -0.5	-1	10	-4	-4	-3	1.4	2*	-100
COC(=O)C(Cc1ccc(O)cc1)NC(=O)CCC(=O)Nc1ccc(S(N)(=O)=O)cc1 (centres undefined)
  -0.3	7	4	-6	-7	-5	0.24	1.1	-13
COc1cccc(CNC(=O)c2cnc(-c3ccccn3)nc2C(F)(F)F)c1
  1.9	2	1	-3	5	-1	-0.03	1.2	-17
CCN(CC)c1cc2nonc2c2nonc12
  -0.025	0	-4	5	-1	7	1.4	0.9	14
CC1CCN(S(=O)(=O)c2cccc(-c3cn4cc(Cl)ccc4n3)c2)CC1
  0.13	-16	-6	6	-4	22	-0.17	0.4	61*
O=C(c1ccco1)N1CCN=C1SCc1ccccc1Cl
  1.2	-1	4	-6	2	12	.	2.6*	-155
CC(=O)Nc1ccc2oc(-c3cc(F)c(F)cc3Cl)nc2c1
  0.023	1	-12	12	3	-3	0.04	0.9	14
O=C(NCc1ccc2c(c1)OCO2)c1ccc(CN2CCc3ccccc3C2)cc1
  0.078	1	20	-18	7	-2	1.6	0.6	41
CN(c1ccc(C(=O)Nc2cccnc2)cc1)S(C)(=O)=O
  0.035	3	14	-10	6	8	0.03	.	.
CCOc1cc(S(=O)(=O)N(CC)CC)c(OCC)cc1-n1cnnn1
  -0.094	12	7	-3	28	0	0.64	0.7	30
CCOc1cc(/C=N/NC(=O)c2cc(C)[nH]n2)ccc1OC(=O)c1ccc([N+](=O)[O-])cc1
  .	-4	-10	12	1	1	.	0.6	39
O=C(O)[C@H](CO)Nc1ncnc2sc3c(c12)CCC3
  .	5	-2	4	3	1	0.85	1.2	-16
O=C(Nc1cccc(F)c1)c1ccccc1
  2.1	9	-4	6	24	23	0.56	1	-2
Cc1ccc(CSc2nnc(-c3ccco3)n2N)cc1
  -0.077	-5	-2	0	1	-1	1.1	1.2	-19
Nc1cc(N)nc(SCc2ccccc2)n1
  -0.68	27	6	-7	-5	23	0.84	1	2
CCOc1ccccc1OCCn1nnc2ccccc21
  -0.95	8	2	-8	0	11	2.4	1.8	-76
CCNc1nc(SCCOc2ccc(C)cc2)nc(N(C)C)n1
  0.022	-5	-9	6	-10	8	0.01	1	2
COc1cccc(C(=O)NCCn2ccc3ccccc32)c1
  -1.1	5	.	.	-7	40*	.	0.7	33
CC1=C(C(=O)OC(C)C)C(c2cccs2)n2ncnc2N1 (centres undefined)
  0.39	-7	-4	2	-6	10	.	0.9	11
Cc1nnc(SCC(=O)Nc2sccc2C#N)n1Cc1ccccc1
  0.052	8	0	1	-3	-2	0.61	0.9	14
CC1CCN(S(=O)(=O)c2ccc(NC(=O)CN3CCOCC3)cc2)CC1
  0.42	2	7	-6	13	-3	0.68	0.8	16
COCC(=O)N(Cc1cc2ccccc2[nH]c1=O)c1ccc(OC)cc1
  0.84	7	-11	9	-5	9	0.75	1	0
O=C(CCn1nc(-c2ccc(Cl)cc2)ccc1=O)N1CCN(c2ccccn2)CC1
  .	6	-7	9	0	-3	2.6	0.6	36
COc1ccc(NC(=O)CN2CCN(c3ccc(F)cc3)CC2)cc1Cl
  -0.55	0	3	-4	4	4	-0.16	0.8	17
O=C(Nc1ccc(Cl)cc1)Nc1ccc(N2CCOCC2)cc1
  -0.66	-1	23	-28	-8	0	-1.3	1.1	-6
COc1ccccc1NC(=O)c1ccc(CN(c2cc(Cl)ccc2C)S(=O)(=O)c2ccccc2)cc1
  1.6	-23	0	1	-2	-1	0.36	0.8	20
CCCCn1c(C(C)NC(=O)c2cccs2)nc2ccccc21 (centres undefined)
  -0.42	-7	.	.	3	17	2.4	0.6	44

Each structure is followed by: hDAT+cocaine	Ecoli WT expand	LYP act	LYP inh 2	PostGolgi yeast	PostGolgi ctrl	Pyk2 oligo antag	CYP2C9 act	CYP2C9 inhib
Cn1c2ccccc2c2ncn(CCC3=CCCCC3)c(=O)c21
  0.11	-1	9	-9	-4	34*	-0.29	0.2	84*
CC1(C)CC2(CCO1)CNC(=O)O2 (centres undefined)
  0.084	0	-3	4	5	23	0.06	1	1
O=C(O)CCCCCN1C(=O)CSC1=S
  -1.3	10	5	-8	-24	2	0.44	0.8	17
CCn1c(COc2ccccc2C)nnc1SCC(=O)Nc1cc(C)on1
  -0.56	-17	-6	4	-8	6	2.5	1.1	-14
O=C1CC(SCCc2nc3ccccc3[nH]2)C(=O)N1c1ccc(Cl)cc1 (centres undefined)
  2.2	3	-4	9	2	2	0.02	0.6	36
CC(C)C(=O)Nc1ccc(C(=O)NNC(=O)c2ccco2)cc1
  -0.36	-3	-5	9	3	1	-0.64	1.1	-7
CC1CCN(C(=O)C(C)Sc2nc(-c3ccccc3)cc(C(F)(F)F)n2)CC1 (centres undefined)
  1	-12	8	-7	-7	13	-1.7	0.5	48
Cc1cc(C)n(-c2nncn2/N=C/c2ccccc2F)n1
  0.92	2	2	-5	-5	21	1.1	1.1	-10
Cc1ccc(NC(=O)N2CCC(C(=O)Nc3ccc(C)cc3C)CC2)cc1
  -0.15	.	0	-1	.	.	0.42	.	.
CCC(=O)N1CCN(c2ccc(Cl)cc2NC(=O)c2ccc(N3CCCC3)c([N+](=O)[O-])c2)CC1
  0.2	-13	4	-6	0	14	-0.48	0.6	36
Clc1ccccc1OCc1nc(-c2ccccn2)no1
  .	13	-11	14	13	14	-0.14	0.8	22
Cc1cccc(N2CCN(c3nc4ccccc4n4cnnc34)CC2)c1C
  -0.69	2	-1	-2	0	37*	.	1.1	-9
CC(C)Cn1cnc2c1c(=O)n(CC(=O)Nc1ccc3c(c1)OCO3)c(=O)n2Cc1ccccc1
  -0.4	-5	9	-11	2	9	-0.36	1.1	-12
O=C(c1cnn2c(C(F)F)cc(-c3ccccc3)nc12)N1CCOCC1
  -0.71	7	-10	7	-4	6	2.1	.	.
CN1CCN(C(=S)NCCc2ccccc2)CC1
  0.41	7	-10	13	11	-2	1.4	1	-4
O=C(CCCn1c(=S)[nH]c2ccccc2c1=O)NCc1ccco1
  -1.1	-5	0	-5	2	9	-0.01	1.1	-11
CCOc1cccc(/C(O)=C2/C(=O)C(=O)N(Cc3cccnc3)C2c2ccco2)c1 (centres undefined)
  -0.78	1	4	1	2	-5	0.89	0.3	65*
O=C(Nc1ccccc1)Nc1ccccn1
  0.68	12	-11	10	-1	1	-0.17	0.9	7
COc1ccc(S(=O)(=O)N2CCc3ccccc32)cc1C(=O)OCc1nnc(-c2ccccc2)o1
  0.57	-2	0	-3	7	16	0.44	0	99*
COC(=O)c1cc2nc(-c3ccc(OC)c(OC)c3)cc(C(F)(F)F)n2n1
  0.052	-1	-2	-1	3	25	1.1	1.1	-9
CCOC(=O)c1c(C)nc(C)c(C(=O)OCC)c1-c1ccccc1
  -0.22	7	1	-1	-1	24	-0.27	.	.
COc1ccc(NC(=O)CSc2nnc(C3CCCCC3)o2)c(OC)c1
  0.033	5	-3	5	-2	14	0.79	1	-2
CCCCC(=O)Nc1ccc(C(=O)NCc2ccncc2)cc1
  -0.96	-2	-7	7	-21	-1	0.81	0.3	70*
CCC(=O)Nc1ccc(N2CCC(C)CC2)cc1
  0.66	.	-8	4	.	.	-0.38	.	.
Cc1nnc(SCc2nc3ccccc3s2)n1-c1ccccc1
  1.3	-9	.	.	3	22	0.1	.	.
Cn1c(=O)c2c(SCc3ccccn3)nc(CC(C)(C)C)nc2n(C)c1=O
  0.27	0	-5	2	3	34*	.	0.2	82*
Cn1nnnc1SCC(=O)c1c(N)n(C)c(=O)n(C)c1=O
  -0.076	-5	-2	2	18	27	-0.5	1.1	-10
CC12CCC(C(=O)Nc3cccc(NC(=O)C45CCC(C)(C(=O)O4)C5(C)C)n3)(OC1=O)C2(C)C
  1.8	-5	11	-13	-2	14	-0.49	0.7	32
Cc1ccc(-c2cnc(N)n2C)cc1C
  1.2	20	-5	8	0	3	1.7	0.9	11
CCCCCCCCN1C(=O)C(O)=C(C(C)=O)C1c1ccccn1 (centres undefined)
  -0.2	.	10	-10	.	.	-1.8	.	.

Each structure is followed by: hDAT+cocaine	Ecoli WT expand	LYP act	LYP inh 2	PostGolgi yeast	PostGolgi ctrl	Pyk2 oligo antag	CYP2C9 act	CYP2C9 inhib
CCOC(=O)Cc1csc(SCC(=O)Nc2cc(Cl)ccc2Oc2ccccc2)n1
  -0.7	-7	2	2	4	11	-0.14	0.1	94*
Cc1noc(C)c1CSc1nnc(-c2ccccc2)n1N
  -8.6*	1	8	-12	4	0	0.01	0.8	16
Cc1ccc(-c2c3c(=O)n(C)c(=O)n(C)c3cn2Cc2cccnc2)cc1
  -0.81	2	1	-5	4	6	0.73	1	3
Cc1cc(C)cc(N2C(=O)C3C4C=CC(C4)C3C2=O)c1 (centres undefined)
  0.037	6	2	-6	0	4	-0.53	1.1	-6
COCCn1c(-c2ccc(OC(F)(F)C(F)C(F)(F)F)cc2)nc2c1c(=O)[nH]c(=O)n2CC(C)C (centres undefined)
  -0.53	0	-9	11	1	9	-0.55	0.8	20
COc1cccc(C(c2nnnn2Cc2ccc(F)cc2)N2CCC(C(N)=O)CC2)c1OC (centres undefined)
  -0.92	4	-2	1	4	-4	-0.78	0.9	11
COc1ccc(C2(CNC(=O)/C=C/c3ccco3)CCCC2)cc1OC
  0.7	7	2	0	1	9	-0.14	0.5	53*
CCOC(=O)c1ccc(NC(=O)NC2CC3CCC(C2)N3Cc2nnnn2C(C)(C)C)cc1 (centres undefined)
  -0.73	2	0	0	6	-1	-0.54	0.8	16
COc1cccc2c(=O)n(CC(=O)NC3CCCC3)ccc12
  0.02	7	0	-3	-13	1	.	1.8	-77
CCOCCCn1c(=S)[nH]c2ncccc2c1=O
  .	-9	-3	2	7	33*	0.52	1	2
CCCC(=O)Nc1ccc2c(c1)nc(CN1CCCCC1)n2C
  -1.1	6	4	-2	1	0	0.48	0.9	7
Cc1ccc(OCC(=O)NC2CCS(=O)(=O)C2)cc1 (centres undefined)
  -0.31	-2	-3	4	0	-10	1.2	1	3
Cc1c(NC(=O)c2ccc(F)c(S(=O)(=O)N3CCOCC3)c2)c(=O)n(-c2ccccc2)n1C
  0.01	-2	-1	1	1	7	1.7	1.1	-10
CCSc1nnc(-c2ccc(S(=O)(=O)NCc3cccs3)cc2)o1
  -0.025	-1	-4	3	-5	-1	0.99	0.3	70*
NC(=O)C(c1cccc(Cl)c1)c1ncc(C(F)(F)F)cc1Cl (centres undefined)
  -0.57	4	12	-8	20	1	0.16	1	3
C=CCn1c(COc2ccccc2F)nnc1SCC(=O)NC(=O)NCc1ccco1
  1.1	-2	.	.	-8	11	1.2	1.5	-53
CCOC(=O)C(=O)/C(=C\N(C)C)c1onc(-c2c(Cl)cccc2Cl)c1C(=O)OC
  0.0036	9	-4	7	11	3	1.1	0.1	91*
Cc1ccc(C(=O)Nc2nc(C(C)(C)C)cs2)s1
  0.36	8	-5	6	11	14	-1.9	0.5	47

Two of these compounds, set out differently:
COc1cccc2c(=O)n(CC(=O)NC3CCCC3)ccc12
  hDAT+cocaine: 0.02 | Ecoli WT expand: 7 | LYP act: 0 | LYP inh 2: -3 | PostGolgi yeast: -13 | PostGolgi ctrl: 1 | Pyk2 oligo antag: . | CYP2C9 act: 1.8 | CYP2C9 inhib: -77

Cc1c(NC(=O)c2ccc(F)c(S(=O)(=O)N3CCOCC3)c2)c(=O)n(-c2ccccc2)n1C
  hDAT+cocaine: 0.01 | Ecoli WT expand: -2 | LYP act: -1 | LYP inh 2: 1 | PostGolgi yeast: 1 | PostGolgi ctrl: 7 | Pyk2 oligo antag: 1.7 | CYP2C9 act: 1.1 | CYP2C9 inhib: -10

Screening data as filed in PubChem BioAssay.
